Wnt bcat act: activators of Wnt/beta-catenin signaling | Wnt/beta-catenin reporter cell assay, activator, plate reader | activation, % at 9.35 µM | 1.2% of 300,000 active | AID 743398; in the data active = activation above about 30%, passing the limit was not always enough; inconclusive = no clear call, values can overlap the other calls;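 also: 0% = neutral control wells and 100% = positive control wells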
Rtt109 Vps75: inhibitors of Candida albicans Rtt109/Vps75 histone acetyltransferase | Q5AAJ8 | purified Rtt109/Vps75, ThioGlo CoA-SH fluorescence, 4 h | inhibition, % at 34.9 µM | 0.16% of 330,000 active | AID 540336;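 active = inhibition of at least 50% in every replicate; inconclusive = best replicate reaches 50% inhibition but some replicates fall short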
Target sequence (Q5AAJ8 whole entry, looked up): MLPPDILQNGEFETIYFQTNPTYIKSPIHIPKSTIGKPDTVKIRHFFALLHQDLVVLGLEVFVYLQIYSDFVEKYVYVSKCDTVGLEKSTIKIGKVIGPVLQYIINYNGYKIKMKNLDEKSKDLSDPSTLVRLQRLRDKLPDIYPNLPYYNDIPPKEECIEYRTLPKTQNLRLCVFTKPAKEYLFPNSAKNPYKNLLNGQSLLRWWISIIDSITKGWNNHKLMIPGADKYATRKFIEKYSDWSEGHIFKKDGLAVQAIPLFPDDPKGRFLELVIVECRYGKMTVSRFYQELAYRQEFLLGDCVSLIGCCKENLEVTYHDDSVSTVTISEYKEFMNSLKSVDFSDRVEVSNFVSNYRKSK
MITF act: MITF TRPM1 promoter activation in melanoma cells; 0.75% of 300,000 active; SK-MEL-5 TRPM1-promoter luciferase, 24 h; % of positive control, neutral wells = 0; activation, % at 12.5 µM;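 active = mean activation of at least 80% with every replicate also reaching 80%; inconclusive = mean reaches 80% but some replicate falls short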;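 also: 0% = neutral control wells and 100% = parthenolide positive control wells; values of inactives mirror those of a sister screen read the other way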
SR-BI DiI inh: inhibitors of mouse SR-BI mediated HDL lipid uptake. Q61009. ldlA[mSR-BI] CHO cells, DiI-HDL uptake fluorescence, 3 h. inhibition, % at 12.5 µM. 0.96% of 320,000 active. AID 488896;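 active = mean replicate inhibition of at least 70% and a set share of replicates each scoring 70 or more; inconclusive = meets just one of the two criteria; inactive = fails both criteria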;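 also: 0% = median of neutral control wells and 100% = median of positive control wells; values of inactives mirror those of a sister screen read the other way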
CDK5 p35 inh: inhibitors of human CDK5/p35 kinase; Recombinant CDK5/p35, ADP-Glo luminescence, 60 min; 0.01% of 330,000 active; Q00535+Q15078; inhibition, % at 10 µM; AID 488839;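 active = highest replicate inhibition of at least 50% and at least 75% of replicates reaching 50%; inconclusive = only one of the two criteria met; inactive = both criteria failed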;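 also: plate controls were DMSO neutral control for no effect and GW8510 at 10 µM for full effect; many of its hits are not listed in these tables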
Target sequence (Q00535 whole entry, looked up): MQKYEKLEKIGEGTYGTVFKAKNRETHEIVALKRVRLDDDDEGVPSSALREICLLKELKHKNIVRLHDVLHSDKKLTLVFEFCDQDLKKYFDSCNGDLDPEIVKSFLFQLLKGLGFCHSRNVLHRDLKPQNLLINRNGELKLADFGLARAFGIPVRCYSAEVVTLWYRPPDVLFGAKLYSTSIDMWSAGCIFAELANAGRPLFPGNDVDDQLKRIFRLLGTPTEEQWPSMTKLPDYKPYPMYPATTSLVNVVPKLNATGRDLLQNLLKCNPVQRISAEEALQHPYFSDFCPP
Target sequence (Q15078 whole entry, looked up): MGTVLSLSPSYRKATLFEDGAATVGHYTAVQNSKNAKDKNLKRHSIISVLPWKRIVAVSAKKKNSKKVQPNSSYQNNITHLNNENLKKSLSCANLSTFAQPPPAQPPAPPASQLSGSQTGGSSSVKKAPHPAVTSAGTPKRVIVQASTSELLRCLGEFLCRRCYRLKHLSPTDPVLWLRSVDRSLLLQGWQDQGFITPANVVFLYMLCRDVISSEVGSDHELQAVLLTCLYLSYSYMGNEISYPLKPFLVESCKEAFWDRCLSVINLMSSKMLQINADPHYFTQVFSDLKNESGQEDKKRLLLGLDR
HTR5A ag: counter-screen for OPRM1-OPRD1 agonists: human HTR5A agonism | P47898 | HTR5A agonist assay, luminescence, cell-based | activation, % at 9.3 µM | 0.61% of 340,000 active | AID 504692; in the data active = activation mostly above about 9.5%, no sharp cut-off; inactive = mostly below about 7.6%;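 also: 0% = cells with vehicle only and 100% = reference agonist; strong numbers were not always called active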
PvdQ inh: P. aeruginosa PvdQ acylase inhibition; 0.063% of 340,000 active; purified PvdQ acylase, fluorescence plate reader; inhibition, % at 10 µM; AID 488965; in the data active = inhibition above about 30%, passing the limit was not always enough; inconclusive = no clear call, values can overlap the other calls;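 also: 0% = vehicle neutral wells and 100% = reference inhibitor wells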
RTF Ca sens act: cardiac RTF calcium sensitization. AID 493008. P19429+P45379. 0.24% of 340,000 active. IANBD-labeled TnC RTF fluorescence at EC20 calcium; 0% EC20 calcium, 100% full calcium. activation, % at 7.2 µM;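 active = activation above the mean over all tested compounds plus 3 SD, cut at about 30% in these data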;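 also: rise in fluorescence read as greater calcium sensitivity of cardiac thin filaments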
dFosB act: activators of mouse delta FosB homodimer; activation, % at 25 µM; 0.99% of 340,000 active; purified delta FosB, TAMRA-CDK5 oligo fluorescence polarization; percent of positive-control signal above neutral wells;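 active = mean activation above about 17%, with every replicate also reaching it, limit read from the data, passing the limit was not always enough; inconclusive = only one of the two conditions met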;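 also: fluorescence polarization rise as delta FosB binds a TAMRA Cdk5 AP-1 oligo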
SR-BI uptake up: activators of SR-BI mediated HDL lipid uptake; CHO ldlA[mSR-BI] cells, DiI-HDL uptake fluorescence, 3 h; 100 = double the neutral-control signal; activation, % at 12.5 µM; 0.096% of 320,000 active;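 active = mean replicate activation of at least 60% and every replicate at or above 60%; inconclusive = mean or all-replicate condition met, but not both; inactive = mean below 60% and not all replicates reaching 60%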;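 also: 0% = median plate neutral-control signal and 100% = twice that signal; values of inactives mirror those of a sister screen read the other way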
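system = CHO ldlA[mSR-BI] cells, LDL receptor-null, SR-BI overexpressing | medium = Ham's F12 with 0.5% BSA, HEPES 25 mM, pH 7.4 | probe or stimulus = DiI-HDL 10 µg/mL | compound dosing = single-point compound dose | incubation = compound exposure 3 h, 37 °C | technique = DiI fluorescence, bottom read | read-out = cell-associated DiI fluorescence as measure of HDL uptake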
Starred values were filed as active, the others as inactive; ? = inconclusive; · = no result given. The order is random (roughly 4.4% active in at least one column).

SMILES	Wnt bcat act	Rtt109 Vps75	MITF act	SR-BI DiI inh	CDK5 p35 inh	HTR5A ag	PvdQ inh	RTF Ca sens act	dFosB act	SR-BI uptake up
O=C1OC(/C=C/c2ccccc2)=NC/1=C/c1ccco1	-2	4	6	-19	-3.9	0	-10	0	-11	19
COc1ccc2c(c1OC)CN1CCc3cc4c(cc3[C@@H]1[C@@H]2O)OCO4	·	10	10	-4	0.3	-1	-2	5	9	4
COC(=O)CCn1nnc(-c2ccc(C(C)C)cc2)n1	-17	0	·	-34	-1.5	4	-2	-2	-5	34
Cc1ccccc1CN1CCc2c(OCC(=O)N3CCCc4ccccc43)cccc2C1=O	·	0	-4	52	1.3	-2	-2	9	-12	-52
CCC(c1nnnn1Cc1ccccc1)N1CCN(C(=O)c2ccco2)CC1 (stereo unspecified)	·	3	4	-33	-0.1	-2	-7	-4	-10	33
Cc1ccccc1NC(=S)N/N=C1\CC(C)(C)Oc2ccc(O)cc21	-2	-5	-9	40	4.2	-4	7	-2	-12	-40
O=S(=O)(NCc1ccco1)c1ccc(Cl)cc1Cl	0	1	6	-28	0.5	7	-7	-7	-13	28
COC(=O)c1c(-c2ccc(OC)cc2)sc2ccc(-c3ccc4c(c3)OCO4)cc12	2	2	15	-1	1.9	1	-10	-6	12	-2
COc1ccc(C(=O)COC(=O)Cc2c[nH]c3ccccc23)c(OC)c1	2	-2	1	17	0.2	3	-8	0	-8	-17
Cc1cc2c(cc1C)C(c1ccccc1Br)CC(=O)N2 (stereo unspecified)	-1	1	-4	·	-0.2	2	-8	-10	-5	·
COc1cc(NC(=O)COc2ccc(Br)cc2)ccc1NC(=O)C(C)C	0	-2	-4	0	-0.5	-2	-1	6	8	0
CCCc1nnc(SCC(=O)N2CCOCC2)n1CCCOC	·	15	5	-17	-0.3	3	10	-2	-7	17
CCOCCCNC(=S)Nc1ccc2nc(N3CCOCC3)cc(C)c2c1	-1	3	·	31	-0.7	-3	-7	1	-5	-31
COc1ccccc1NC(=O)C1CCCN(S(=O)(=O)c2ccc3[nH]c(=O)ccc3c2)C1 (stereo unspecified)	0	-4	·	1	0.5	2	-9	-2	-3	-1
Cc1cccc(C(=O)NCCc2nnc(SCC(=O)Nc3cccc(C(=O)O)c3)n2C)c1	2	7	-8	-37	-1.3	5	2	-1	3	·
O=C(NC1CCN(Cc2ccc(F)cc2)CC1)c1ccccc1	0	0	·	-27	0.4	-2	-4	0	8	27
O=C(COc1ccccc1)NCCc1cn2ccsc2n1	0	-5	·	-32	0.3	0	4	1	11	32
Cc1ccc(NC(=O)Cn2cncc2-c2ccc([N+](=O)[O-])cc2)cc1C	·	3	-26	-6	1.0	-1	-10	0	1	6
CN(C)S(=O)(=O)c1cccc(NC(=O)CNC2CCCCC2)c1	-1	9	-6	·	-1.0	3	5	1	7	·
CC(=O)Nc1c2c(nn1-c1ccccc1)CSC2	-1	-6	1	-16	-3.5	1	-4	-4	-4	16
Clc1cccc(C[n+]2cc(-c3ccccc3)n3c2CCC3)c1	·	2	-12	·	-7.0	5	-4	18	-7	·
COc1ccc(C)cc1NC(=O)CN1CCCN(S(=O)(=O)c2ccc(Br)cc2)CC1	-3	7	-2	11	-1.4	5	-7	-3	-10	-11
C=CCNC(=O)C1CCN(c2cnccn2)CC1	6	-4	-13	-17	1.5	4	-11	7	0	17
Fc1cccc(Cc2noc(CN3CCSCC3)n2)c1	-1	-10	-6	-2	-1.7	-2	-15	1	-1	2
O=C(CCn1c(=O)c2ccccc2n(CC(=O)NC2CCCC2)c1=O)NCCc1ccc(Cl)cc1	-1	-2	1	22	0.5	-1	-8	2	-3	-22
Cc1ccc(C(=O)CSc2nnc3c4ccccc4nc(Cc4ccccc4)n23)cc1	-4	-3	2	-16	-0.2	-1	-4	1	-8	16
CN(/N=C/c1ccc(N(C)C)cc1)C1=NS(=O)(=O)c2ccccc21	-9	-2	-6	43	-0.3	0	-14	61*	1	-43
COC(=O)c1sccc1NC(=O)c1ccncc1	·	-1	11	-21	0.1	3	-6	-5	-13	21
Cc1cc(S(=O)(=O)N2CCN(c3ccccc3F)CC2)ccc1-n1cnnn1	-3	7	-4	12	-0.4	0	-18	2	-2	-12
Cc1cccc(NC(=S)N2CCN(S(=O)(=O)c3ccc(F)cc3)CC2)c1	-6	-5	-10	10	0.7	-10	2	-4	5	·

Quoted from the listing.
RTF Ca sens act, `COC(=O)c1sccc1NC(=O)c1ccncc1` is entered as -5
Wnt bcat act, `Cc1cccc(NC(=S)N2CCN(S(=O)(=O)c3ccc(F)cc3)CC2)c1` is entered as -6

(list continues)
SMILES	Wnt bcat act	Rtt109 Vps75	MITF act	SR-BI DiI inh	CDK5 p35 inh	HTR5A ag	PvdQ inh	RTF Ca sens act	dFosB act	SR-BI uptake up
COCCN(C(=O)CSc1nc2ccccc2o1)c1c(N)n(Cc2ccccc2)c(=O)[nH]c1=O	1	-8	8	-20	0.0	-3	-15	1	-2	20
CC1CN(S(=O)(=O)c2ccc(C(=O)Nc3ccccc3F)cc2)CC(C)O1 (stereo unspecified)	-2	-9	4	29	-0.1	-7	1	-3	0	-29
COc1ccc(CNC(=O)Cn2cncn2)cc1OC	-1	8	11	-21	0.5	-1	7	-1	1	21
Cc1ccc(NC2CCCN(C(=O)c3cnc4ccccn4c3=O)C2)cc1C (stereo unspecified)	0	2	0	-27	2.4	5	-11	0	-7	27
COCCn1c(SCC(=O)NC2CCCCC2)nnc1-c1ccco1	1	-4	15	-8	1.4	0	-3	-3	3	8
COc1ccc(CN2CCc3c([nH]c4ccccc34)C2)c(OC)c1C	-6	-2	·	17	0.8	-3	2	0	0	-17
CC(=O)c1c(O)cc(=O)n(-c2ccccc2)c1-c1cccc2ccccc12	-2	20	·	-4	-0.4	1	5	-2	-2	4
Cc1ccccc1NC(=S)N1CCOCC1	-3	10	-4	-1	0.4	2	5	9	-7	1
Cc1nc2ccccc2c(=O)n1NC(=O)/C=C/c1ccc(Br)cc1	-4	7	-3	-12	-4.1	4	7	-4	-8	12
O=[N+]([O-])c1ccc(NS(=O)(=O)c2cccc3cccnc23)cc1	27	6	-7	-1	-1.2	0	6	1	0	1
COc1ccc(Cl)cc1NC(=O)CN(C)C(=O)c1ccc2c(c1)CC(c1ccccc1)OC2=O (stereo unspecified)	-4	-2	-6	28	-0.1	2	5	-6	-4	-28
CC1CC(=O)N(c2ccc(NCCc3ccc(O)cc3)c([N+](=O)[O-])c2)C1=O (stereo unspecified)	-1	7	-6	38	-0.5	-4	6	0	-9	-38
Cc1c(Cl)cccc1NS(=O)(=O)c1ccccc1	27	1	5	-1	0.1	-1	1	-3	-6	1
Nc1c(Cl)c(Cl)nc(C(=O)N/N=C/c2ccco2)c1Cl	3	-2	·	-1	-3.7	3	-6	-2	-8	1
C=C(C)CSc1nc2nc(C)cc(C)n2n1	-1	-14	11	-14	-1.8	9	-13	8	1	14
CCc1nn(CCCC(=O)N(C)Cc2ccccc2)c(=O)c2cc3occc3n12	-1	0	13	21	1.8	-1	-9	1	-9	-21
Cc1ccc(C(=O)N2CCSC2=S)cc1	-2	0	-7	-9	-0.5	-5	-6	7	2	9
CC(=NC1CCCCC1)C1=C(O)c2ccccc2C1=O	?	4	90*	20	2.7	2	-1	10	-20	-20
CC(=O)Nc1ccc(S(=O)(=O)Nc2nc3ccccc3nc2Sc2nncn2C)cc1	14	·	-8	-26	-1.6	0	-8	13	0	26
CCOc1ccc2nc(-c3ccccc3)[nH]c2c1	·	9	·	14	2.9	2	-16	3	4	-14
CC(=O)N1c2ccc(S(=O)(=O)N3CCCC(C(=O)Nc4ccc(C)cc4C)C3)cc2CC1C (stereo unspecified)	-4	-9	-9	-1	-2.2	-1	-16	-5	4	1
COC(=O)C1=C(C(=O)OC)[C@@H]2N(C)c3ccccc3[C@@]23C[C@@H](CO)N(C(=O)C2CCC2)C3=N1	-4	9	-4	7	-8.9	0	-18	12	-4	-7
Cc1ccc(C)c(S(=O)(=O)NC(C)C(=O)Nc2ccc(-c3nc4ccccc4s3)cc2)c1 (stereo unspecified)	13	-7	50	38	1.8	-2	3	3	-4	-38
Cc1ccccc1NC(=O)CN1C(=O)CSc2ccc(S(=O)(=O)N3CCCCC3)cc21	1	4	5	1	·	2	-6	-1	-7	-1
Cc1ccc(C)c(NC(=O)COc2coc(CN3CCc4ccccc4C3)cc2=O)c1	-6	1	-21	-6	1.1	2	-8	13	0	6
COc1ccc(C)cc1N(CC(=O)N1CCCCCC1)S(=O)(=O)c1ccc(C)cc1	2	5	-12	-18	-0.1	1	-12	-5	-13	18
Cc1cc(C(=O)NNC(=O)c2ccc(Cl)cc2)no1	8	-5	·	-9	0.6	-2	-3	-2	0	9
CCc1cc(CNC(=O)CC2C(=O)NCCN2Cc2c(F)cccc2Cl)on1 (stereo unspecified)	0	-4	14	-12	-1.4	5	-9	2	-5	12
CCC(COC)NC(=O)CCc1nnc(Cc2cccc(C(F)(F)F)c2)o1 (stereo unspecified)	24	-13	43	-3	-0.6	-6	-4	-1	4	3
O=C(C1=C(O)C(=O)N(CC2CCCO2)C1c1cccc(Cl)c1)c1ccco1 (stereo unspecified)	-3	9	·	·	1.0	10	-10	2	1	·
CN(Cc1cc(Cl)cc(Cl)c1)CC(C(=O)c1ccccc1)c1ccccc1 (stereo unspecified)	-11	1	-81	6	0.1	0	19	4	-2	-6
CCCCn1c(N)c(N(CC(C)C)C(=O)Cn2c(=O)oc3ccccc32)c(=O)[nH]c1=O	1	-6	-11	-21	-0.5	-4	-10	-11	-1	21
O=C(NCCOc1ccccc1F)C1CCC(=O)N(CCc2cccc(F)c2)C1 (stereo unspecified)	1	35	0	10	0.5	4	7	-6	4	-10
COC(=O)c1sc2ccccc2c1NC(=O)c1coc2ccccc2c1=O	-4	2	4	-19	-0.2	2	-19	-2	-6	19
C/C(=N/NC(=O)CSc1nc2ccccc2n1C)c1ccncc1	0	-6	2	-7	0.2	-3	-12	3	-8	7
COC(=O)c1ccc2c(c1)SC1=C(CCCC1=O)N2	·	2	30	18	1.8	-3	-12	6	-35	-18
Cc1c(C(C)C)c(=O)n(-c2ccc(S(=O)(=O)NC3CCCCC3)cc2)n1C	-5	4	-23	68	0.1	·	-5	·	-9	-68
Cc1occc1C(=O)Nc1cnn(CCCC(=O)O)c1	-2	-7	3	-8	-1.4	5	-10	1	6	8
CC(C)c1nc(SCC(=O)NC2CCCC2)c2c(=O)n(C)c(=O)n(C)c2n1	3	-8	-1	-6	-0.3	2	3	-3	-2	6
CC(C)(C)C(=O)N1CCN(c2nc3ccccc3o2)CC1	-4	3	12	-7	1.3	2	-3	-6	-5	7

Screening results: PubChem BioAssay, several laboratories
